PME-1 primary – PME-1 (human) inhibition. Q9Y570. recombinant PME-1, FP-Rh probe fluorescence polarization. 0.53% of 320,000 active. AID 2130. inhibition, % at 5.9 µM;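 active = inhibition above the campaign mean of all compounds plus 3 SD, cut at about 26% in these data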;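 also: competitive labeling of PME-1 active site by serine hydrolase directed probe; 0% = PME-1 with DMSO and 100% = wells lacking PME-1 enzyme; inhibitors block probe labeling so polarization falls and inhibition rises; many of its hits are not listed in these tables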
PAFAH1B2 FP inh – inhibitors of human PAFAH1B2 | P68402 | recombinant PAFAH1B2, FP-rhodamine activity probe, fluorescence polarization | inhibition, % at 3.39 µM | 1.2% of 340,000 active;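 active = inhibition above the mean of all tested compounds plus 3 SD, cut at about 24% in these data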;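 also: 0% = enzyme with DMSO and 100% = wells lacking PAFAH1B2; many of its hits are not listed in these tables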
Target sequence (P68402 whole entry, looked up): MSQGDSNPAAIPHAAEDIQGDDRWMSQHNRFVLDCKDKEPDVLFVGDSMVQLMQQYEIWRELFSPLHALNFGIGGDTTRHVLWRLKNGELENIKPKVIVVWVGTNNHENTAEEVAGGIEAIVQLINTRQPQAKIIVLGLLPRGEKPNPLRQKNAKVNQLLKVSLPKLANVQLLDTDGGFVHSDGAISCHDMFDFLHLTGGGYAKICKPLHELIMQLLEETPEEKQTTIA
PAFAH2 inh – PAFAH2 (human) inhibition; Q99487; recombinant PAFAH2, FP-rhodamine activity probe, fluorescence polarization; inhibition, % at 3.39 µM; 0.99% of 340,000 active; AID 492956;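 active = inhibition above the mean over all tested compounds plus 3 SD, cut at about 30% in these data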;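 also: inhibitors block probe labeling of enzyme so polarization drops; 0% = enzyme with DMSO and 100% = wells lacking PAFAH2 protein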
LYPLA1 counter – LYPLA1 (human) inhibition in PME1 counter-screen; O75608; recombinant LYPLA1, FP-Rh probe fluorescence polarization; inhibition, % at 5.9 µM; 0.16% of 320,000 active;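 active = inhibition above the mean of all tested compounds plus 3 SD, set per campaign, cut at about 14% in these data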;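 also: inhibitors block serine hydrolase probe labeling of LYPLA1 so polarization falls; 0% = enzyme with DMSO and 100% = wells lacking LYPLA1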
Target sequence (O75608 whole entry, looked up): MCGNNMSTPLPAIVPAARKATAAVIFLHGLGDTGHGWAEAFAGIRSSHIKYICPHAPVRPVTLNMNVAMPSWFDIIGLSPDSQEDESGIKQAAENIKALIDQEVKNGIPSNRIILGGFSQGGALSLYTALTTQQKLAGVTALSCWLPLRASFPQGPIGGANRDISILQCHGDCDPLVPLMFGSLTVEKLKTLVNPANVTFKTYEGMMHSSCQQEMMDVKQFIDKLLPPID
PAFAH1B3 inh – PAFAH1B3 (human) inhibition | Q15102 | recombinant PAFAH1B3, FP-rhodamine probe, fluorescence polarization | inhibition, % at 3.39 µM | 0.28% of 340,000 active | AID 492972;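 active = inhibition above the screen-wide average of all tested compounds plus 3 SD, cut at about 25% in these data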;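 also: 0% = enzyme with DMSO only and 100% = wells lacking PAFAH1B3 protein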
Target sequence (Q15102 whole entry, looked up): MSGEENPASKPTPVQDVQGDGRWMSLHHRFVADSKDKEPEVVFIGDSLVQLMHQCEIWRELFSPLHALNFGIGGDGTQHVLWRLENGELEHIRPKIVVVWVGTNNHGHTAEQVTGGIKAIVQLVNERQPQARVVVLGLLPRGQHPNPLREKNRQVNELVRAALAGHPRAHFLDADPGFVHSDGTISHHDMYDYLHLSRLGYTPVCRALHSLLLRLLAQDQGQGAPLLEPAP
GSTO1 counter – GSTO1 inhibition, counter-screen for RBBP9 inhibitors; 1.1% of 300,000 active; recombinant GSTO1, activity-based probe fluorescence polarization; inhibition, % at 5.96 µM; AID 1974; P78417;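 active = inhibition above the campaign mean inhibition plus 3 SD, cut at about 35% in these data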;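 also: 0% = GSTO1-1 with DMSO and 100% = wells lacking GSTO1-1 enzyme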
Target sequence (P78417 whole entry, looked up): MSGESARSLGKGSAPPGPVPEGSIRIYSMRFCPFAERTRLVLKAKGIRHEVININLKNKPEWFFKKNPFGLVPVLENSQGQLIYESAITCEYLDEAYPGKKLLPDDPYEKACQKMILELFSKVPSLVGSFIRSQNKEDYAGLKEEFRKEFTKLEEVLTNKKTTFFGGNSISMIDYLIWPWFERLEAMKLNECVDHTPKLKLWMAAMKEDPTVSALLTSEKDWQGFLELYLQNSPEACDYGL
Fam108B inh – blocks mouse Fam108B hydrolase in RBBP9 counter-screen; recombinant Fam108B, FP-Rh probe fluorescence polarization; inhibition, % at 9.51 µM; 0.33% of 300,000 active; AID 1947;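 active = inhibition above the screen mean inhibition plus 3 SD, computed separately per campaign, cut at about 18% in these data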;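 also: inhibitors lower polarization as less probe binds the enzyme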
PAD4 FP inh – inhibitors of human PAD4; inhibition, % at 6.36 µM; recombinant PAD4, RCA probe fluorescence polarization; Q9UM07; 0.41% of 330,000 active;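 active = percent inhibition above a cutoff equal to the mean of all tested compounds plus 3 SD, cut at about 15% in these data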;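 also: 0% = PAD4 with RCA probe and DMSO and 100% = probe without PAD4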
pPAFAH inh – pPAFAH (human) enzyme inhibition. Q13093. recombinant pPAFAH, FP-rhodamine probe fluorescence polarization. inhibition, % at 3.39 µM. 1.5% of 330,000 active;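 active = inhibition above the mean inhibition across the screen plus 3 SD, cut at about 25% in these data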;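 also: inhibitors block binding of the rhodamine activity-based probe so polarization drops; 0% = enzyme with DMSO and 100% = wells lacking pPAFAH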
Numbers without * were called inactive; · = not tested or not shown; & = joins results of further samples. A portion of the library. The share of hits here may be higher or lower than overall.

SMILES	PME-1 primary	PAFAH1B2 FP inh	PAFAH2 inh	LYPLA1 counter	PAFAH1B3 inh	GSTO1 counter	Fam108B inh	PAD4 FP inh	pPAFAH inh
COCCNC(=O)CN(C(=O)Cn1nnc2ccccc21)c1cc(C)cc(C)c1	0	-1	-9	3	6	8	3	-3	-2
CCSc1ccc([C@@H]2[C@@H]3C(=O)N(CC)C(=O)[C@@H]3[C@]3(C(=O)OC)CCCCN23)cc1	-3	2	7	-2	-4	-2	5	2	1
CC(/C=C/c1ccco1)=N\NC(=O)c1cccc(Cl)c1	1	0	-1	-3	-1	1	2	-4	2
O=C(O)/C=C/C(=O)N(CC1CCCO1)C1CC(=O)N(c2c(Cl)cccc2Cl)C1=O (centres undefined)	-3	7	-6	-1	5	-4	10	1	-7
COCCNC(=O)/C(C#N)=C\c1ccc(CNS(=O)(=O)c2ccc(C)cc2)o1	-4	3	-1	4	4	0	0	-4	2
Cc1ccc(NC2OC(CO)C(O)C(O)C2O)cc1 (centres undefined)	-2	-5	5	-2	6	-3	7	0	-1
COCC(=O)N(Cc1nc2sc(C)c(C)c2c(=O)[nH]1)C1CCCCC1	-3	0	1	1	2	8	2	-2	4
COc1ccc(C2=CC(=O)CC(c3ccc(F)cc3)C2)cn1 (centres undefined)	6	-3	0	-2	5	0	-2	-1	6
c1cnc2c(c1)ccc1cccnc12	-1&-6	1&2	6&1	-2&-1	19&9	6&10	-2&2	-2&0	4&0
CNC(=O)COc1coc(CN2CCN(c3ccccc3OC)CC2)cc1=O	1	-4	3	0	-3	2	4	-2	3
Cc1ccc(Cl)cc1NC(=S)N(C)N	0	6	9	0	10	2	-2	-2	4
CCN(c1ccc(OC)cc1)S(=O)(=O)c1csc(C(=O)N2CCCC2)c1	4	2	11	-1	8	1	0	-6	-1
CC(C)CC(=O)NC(=S)Nc1cc(C(F)(F)F)ccc1N1CCOCC1	-1	1	-3	-2	4	1	3	-2	18
O=C(Nc1ccccc1C(=O)N1CCCC1)c1ccc(Cl)cc1Cl	0	-3	0	1	0	5	-1	-3	-7
O=C(Nc1cccc([N+](=O)[O-])c1)C1C2/C=C\CCCCC21 (centres undefined)	-8	3	-3	-2	4	-1	1	1	-6
COc1cccc(C(=O)Nc2c3c(nn2-c2cccc(C)c2C)CS(=O)C3)c1OC (centres undefined)	8	3	1	2	7	-5	1	4	4
C=CCNC(=S)Nc1cccc([N+](=O)[O-])c1	-8	0	-7	1	5	0	3	-5	1
c1ccc2c(c1)OC(CCCN1CCCCC1)c1ccccc1S2 (centres undefined)	-9	0	-3	0	0	6	-3	7	-6
Cc1cc(NC(=O)CSCc2ccc([N+](=O)[O-])cc2)no1	-5	6	2	-1	1	11	3	-1	14
O=C(NCCN1CCCC1)c1ccc(Cn2c(=S)[nH]c3ccc(Br)cc3c2=O)cc1	-7	-1	-11	-7	2	-10	-20	1	4
CC1(C)CC(=O)C=C(NC2CCCCCC2)C1	5	-1	7	-2	6	-2	2	6	3
CC(=O)c1cccc(N(C(=O)c2ccco2)C(C(=O)NC2CCCCC2)c2ccc(C)o2)c1 (centres undefined)	4	-1	4	0	5	-3	-8	-3	3
Cc1ccc(O)c(N=Nc2ccc(S(=O)(=O)N3CCOCC3)cc2)c1	9	1	-3	1	8	24	1	-3	5
CCOc1ccccc1C(=O)N1c2ccccc2Sc2ccccc21	-3	0	2	-2	7	-3	3	-4	2
O=C(CSc1nnc(SCc2cccc3ccccc23)s1)c1ccc2c(c1)OCO2	-9	-2	-5	3	0	-6	-10	-2	-1

Next part:
SMILES	PME-1 primary	PAFAH1B2 FP inh	PAFAH2 inh	LYPLA1 counter	PAFAH1B3 inh	GSTO1 counter	Fam108B inh	PAD4 FP inh	pPAFAH inh
COc1cc(C(=O)OC2CCOC2=O)cc(Cl)c1OC (centres undefined)	-3	-3	7	-2	1	-4	1	5	-4
O=C(CSc1ccccn1)N/N=C/c1ccccc1[N+](=O)[O-]	3	1	0	-4	5	2	-2	3	0
CCOC(=O)c1ccc(NC(=O)NCc2ccc(OC)cc2)cc1	-1	4	-5	2	-3	3	1	1	1
COc1cccc(N(CC(=O)NC(C)c2ccccc2)S(C)(=O)=O)c1 (centres undefined)	-1	6	6	-3	6	2	2	2	3
CC1CCCCN1C(=O)CSc1nc2c(c(=O)n(C)c(=O)n2C)n1C (centres undefined)	-3	7	2	-3	5	8	0	-2	5
COC(=O)c1cc(C(=O)Nn2cnnc2)cc([N+](=O)[O-])c1	-4	-2	-10	-3	12	0	2	-1	3
O=C(NCCO)C1CCN(S(=O)(=O)c2ccc(F)cc2)CC1	5	0	-7	0	12	0	-5	0	4
COc1ccc(NS(=O)(=O)c2c(C)cc(C)cc2C)cn1	2	2	-10	3	4	5	2	6	4
C#CCOCCOCCOCCNc1nc(N2CCN(C(=O)CCCCCCCCCCNC(=O)Cn3cc(C[C@@H](C)O)nn3)CC2)nc(N2CCN(C(=O)CCCCCCCCCCNC(=O)[C@@H]([C@H](C)CC)n3cc(CCCCCN)nn3)CC2)n1	0	4	-12	0	14	4	-2	0	7
CCC(=O)Nc1cc2nn(-c3ccc(C)cc3)nc2cc1C	0	8	3	-4	6	8	0	-3	3
C=CCNC(=O)/C(C#N)=C/c1c(N2CCN(c3ccc(OC)cc3)CC2)nc2c(C)cccn2c1=O	3	3	-1	-3	9	7	8	-1	13
O=C(CSCc1cnn(-c2ccccc2)c1-n1cccc1)N1CCN(Cc2ccccc2)CC1	-1	4	-6	5	2	0	3	1	3
O=C(Cc1ccccc1)NNC(=S)Nc1ccccc1	-7	·	·	-2	·	-5	-5	-3	-6
COc1cccc(CNC(=O)C2CC(=O)N(C3CCCCC3)C2)c1 (centres undefined)	4	0	-1	3	5	4	1	1	5
COc1ccc(CNC(=O)CN(c2ccc(OC)c(Cl)c2)S(=O)(=O)c2ccc(C)cc2)cc1	-4	1	9	0	3	-3	-12	-2	3
Cc1ccc(-n2cnc3sc(C)c(C)c3c2=O)cc1	1	1	-3	5	8	-4	2	1	8
CCCCN1CCCC1CNC(=O)c1cc(C#N)c2ccccc2c1OC (centres undefined)	3	·	·	0	·	4	3	2	-3
COc1ccc(NC(=O)c2cccc3c2C(=O)N(CC2CCCO2)C3)cc1OC (centres undefined)	0	6	4	2	2	2	2	2	5
O=C(N/N=C/c1ccc(OC(=O)c2ccccc2)cc1)c1cccnc1	-5	-6	-8	-3	5	8	-3	1	-1
CC(=O)OC(C(=O)NC1CCCCC1)c1cccc(C)c1 (centres undefined)	-6	2	0	1	6	-9	0	-1	2
CC(C)Cn1c(N)c(C(=O)COC(=O)c2ccccc2Cl)c(=O)n(C)c1=O	2	9	4	-2	14	-6	-1	-5	0
CCOc1ccc2oc(C(=O)OCC(=O)N3CCCC(C)C3)c(C)c2c1 (centres undefined)	0	4	-1	-3	-6	·	·	1	1
COC(=O)C1(C)NC(c2ccco2)C2C(=O)N(c3ccc(F)cc3)C(=O)C21 (centres undefined)	-2	5	8	0	3	6	-5	-3	3
Cc1ccc2oc(C(=O)N3CCC(O)(c4ccccc4)CC3)c(C)c2c1	2	6	8	-2	14	5	1	0	7
CC1CCCC(C)N1C(=O)Cc1ccccc1 (centres undefined)	4	10	-5	0	6	-3	2	0	3

In the list so far, these contain an NH in an aromatic ring.
SMILES	PME-1 primary	PAFAH1B2 FP inh	PAFAH2 inh	LYPLA1 counter	PAFAH1B3 inh	GSTO1 counter	Fam108B inh	PAD4 FP inh	pPAFAH inh
COCC(=O)N(Cc1nc2sc(C)c(C)c2c(=O)[nH]1)C1CCCCC1	-3	0	1	1	2	8	2	-2	4
O=C(NCCN1CCCC1)c1ccc(Cn2c(=S)[nH]c3ccc(Br)cc3c2=O)cc1	-7	-1	-11	-7	2	-10	-20	1	4

Going on with the list.
SMILES	PME-1 primary	PAFAH1B2 FP inh	PAFAH2 inh	LYPLA1 counter	PAFAH1B3 inh	GSTO1 counter	Fam108B inh	PAD4 FP inh	pPAFAH inh
COc1ccc(/C=C/C(=O)NC(=S)NNC(=O)c2cccs2)cc1	3	6	12	2	8	-6	-9	-1	-8
COc1ccccc1/C=C/C1(C(=O)NC2CCCC2)CC(=O)N1c1ccccc1 (centres undefined)	9	2	-1	-1	6	4	3	1	6
CCN(CC)C(=O)Oc1ccc2c(c1)O/C(=C\c1ccco1)C2=O	-8	4	8	-5	7	0	0	-8	20
COc1cc(OC)c(NC(=O)Nc2ccc(OC)c(OC)c2)cc1Cl	-6	2	-11	-2	-1	3	-6	0	1
COc1ccc(Cl)cc1N1C(=NC(=O)C2CCCO2)SC2CS(=O)(=O)CC21 (centres undefined)	1	4	1	5	7	-2	0	3	9
NC(=O)c1c(N)sc(=S)n1-c1ccccc1	0	0	-1	-1	4	-19	-1	0	3
Cc1ccc(S(=O)(=O)c2n[nH]n3c2nc(=O)c2ccccc23)cc1	3	11	-5	0	12	-64	1	3	-9
O=c1[nH]c(CN2CCN(c3ccccc3O)CC2)nc2scc(-c3ccccc3Cl)c12	3	-2	3	-1	-2	-14	0	-6	14
COc1cccc(SCc2noc(C(=O)NCCN(C)C)c2C(=O)NCCN(C)C)c1	-2	0	1	0	-2	6	4	2	2
c1ccc(-c2cn(-c3ccccc3)c3[n+]2CCS3)cc1	6	3	1	0	5	-8	7	-4	-3
Cc1ccc(NC(=O)COC(=O)CCC(=O)c2cccs2)cc1C	1	3	3	-1	0	-3	3	1	8
Cc1cccc(-n2nc(C)c3c2NC2=C(C(=O)CCC2)C3c2ccccn2)c1 (centres undefined)	0	3	1	0	3	7	1	7	-1
Cc1ccc(C(=O)CCC(=O)Nc2cccnc2)cc1C	1	5	-4	1	8	-5	-1	1	2
CC(NC(=O)CN1C(=O)NC2(CCCCCCC2)C1=O)c1ccccc1 (centres undefined)	·	8	2	·	0	·	·	2	-1
CC(NC(=O)CCN1C(=O)c2ccccc2C1=O)c1ccccc1 (centres undefined)	-4	7	-3	-2	7	11	1	3	-5
CCOc1ccc(NC(=O)c2ccccc2-c2ccccc2C(=O)O)cc1	-3	3	0	-5	18	1	-10	2	3
CCC(=O)c1ccc(OC(=O)c2ccc(Br)o2)cc1	-1	3	1	1	0	3	4	-1	6
O=C(O)C1=CC(=C(c2ccc(O)c(C(=O)O)c2)c2ccc(O)c(C(=O)O)c2)C=CC1=O	-55	·	·	-12	·	-82	53*	-47	66*
CCN1CCCc2cc(CN(CCN3CCOCC3)C(=S)Nc3cccc(OC)c3)ccc21	-3	2	2	0	3	-1	3	-14	10
CCC1SC2=NC(C)=C(C(=O)OC)C(c3cccs3)N2C1=O (centres undefined)	3	9	-10	-3	-4	2	2	8	-4
CC1=C/C(=C\C=C(C#N)C#N)N(C)c2ccccc21	-255	-82	-149	-122	-114	-120	-115	-75	-15
COC(=O)c1cccc(NS(C)(=O)=O)c1C	-3	-3	-6	1	7	-2	1	-3	10
NC(=O)c1ccccc1N/C=C1\CCCCC1=O	3	4	-7	4	2	0	1	0	2
COc1ccc(C(=O)C2C(c3ccc(-c4ccccc4[N+](=O)[O-])o3)NC(=O)NC2(O)C(F)(F)F)cc1 (centres undefined)	-4	3	-4	-5	10	-91	1	-7	-2
C#CCNc1c2c(nc3ncnn13)CC(C)CC2 (centres undefined)	4	7	0	0	8	1	-2	0	5
Cc1cc(NC(=O)COC(=O)COc2ccc3c4c(c(=O)oc3c2)CCC4)no1	-1	6	2	4	5	4	2	2	-1
CCC(=O)Nc1cccc(NC(=O)CSc2nnc(C(C)C)n2CC)c1	3	4	0	6	10	3	-2	1	-5
